TROY NFkB inh: blocks TROY-dependent signaling in reporter cells; Q293 LMP1-TROYcd NF-kB luciferase reporter, 4 h; inhibition, % at 10 µM; 360,000 tested, 0.98% active;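 active means compounds whose plate-normalised and pattern-corrected inhibition of the luciferase reporter signal at the single screening dose is 50% or more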
SRC3 inh: human NCOA3 inhibition; HEK293 GAL4-SRC3 luciferase reporter, luminescence; inhibition, % at 3.6 µM; 360,000 tested, 0.17% active;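 active means inhibition above a per-campaign cutoff, the mean of all compounds plus 3 SD, cut at about 60% in these data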;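 further: 0% = DMSO-treated cells and 100% = gossypol-treated cells at 36 µM; higher means less SRC3-driven luciferase light from the GAL4 reporter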
TLR9-MyD88 inh: blocks human TLR9 binding to MyD88. inhibition, % at 4.98 µM. CHO BLA complementation TLR9-MyD88, CCF4 FRET ratio. AID 504734. 340,000 tested, 0.21% active. Q9NR96+Q99836;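 active means inhibition above the mean over all tested compounds plus 3 SD, cut at about 21% in these data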;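 further: 0% = DMSO only wells and 100% = clavulanate BLA inhibitor control wells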
LRH-1 inv ag: inverse agonists of human LRH-1 (NR5A2) | inhibition, % at 3.6 µM | HEK293T StAR-luciferase reporter, LRH-1 transfected, 24 h | AID 602396 | O00482 | 360,000 tested, 0.13% active;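 active means inhibition above the mean inhibition of all tested compounds plus 3 SD, cut at about 73% in these data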;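 further: 0% = DMSO wells and 100% = reporter-only cells lacking LRH-1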
NR2F2 inh: NR2F2 (human) inhibition, primary screen; 370,000 tested, 0.7% active; P24468; inhibition, % at 8.6 µM; HEK293T NGFI-A luciferase reporter, luminescence;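 active means inhibition above a per-plate cutoff, mean inhibition of test wells between control levels plus 3 SD, cut at about 38% in these data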;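 further: cells cotransfected with COUP-TFII expression vector driving the NGFI-A reporter; 0% = median of COUP-TF2 test wells and 100% = reporter-only cells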
Granule exo inh: blocks lytic granule exocytosis | TALL-104 LAMP-1 surface exposure, flow cytometry; cells stimulated with thapsigargin and PMA | 360,000 tested, 0.66% active | inhibition, % at 10 µM;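 active means inhibition above about 55%, limit read from the data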
NCOA1 inh: inhibitors of human steroid receptor coactivator 1 (SRC1). HEK293 GAL4-SRC1 luciferase reporter, luminescence. inhibition, % at 3.6 µM. 360,000 tested, 0.12% active;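 active means inhibition above the campaign mean plus 3 SD, with each screening campaign given its own cutoff, cut at about 60% in these data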;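 further: 0% = DMSO treated cells and 100% = gossypol at 36 µM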
Target sequence (Q15788 whole entry, looked up, the tested form may be a part): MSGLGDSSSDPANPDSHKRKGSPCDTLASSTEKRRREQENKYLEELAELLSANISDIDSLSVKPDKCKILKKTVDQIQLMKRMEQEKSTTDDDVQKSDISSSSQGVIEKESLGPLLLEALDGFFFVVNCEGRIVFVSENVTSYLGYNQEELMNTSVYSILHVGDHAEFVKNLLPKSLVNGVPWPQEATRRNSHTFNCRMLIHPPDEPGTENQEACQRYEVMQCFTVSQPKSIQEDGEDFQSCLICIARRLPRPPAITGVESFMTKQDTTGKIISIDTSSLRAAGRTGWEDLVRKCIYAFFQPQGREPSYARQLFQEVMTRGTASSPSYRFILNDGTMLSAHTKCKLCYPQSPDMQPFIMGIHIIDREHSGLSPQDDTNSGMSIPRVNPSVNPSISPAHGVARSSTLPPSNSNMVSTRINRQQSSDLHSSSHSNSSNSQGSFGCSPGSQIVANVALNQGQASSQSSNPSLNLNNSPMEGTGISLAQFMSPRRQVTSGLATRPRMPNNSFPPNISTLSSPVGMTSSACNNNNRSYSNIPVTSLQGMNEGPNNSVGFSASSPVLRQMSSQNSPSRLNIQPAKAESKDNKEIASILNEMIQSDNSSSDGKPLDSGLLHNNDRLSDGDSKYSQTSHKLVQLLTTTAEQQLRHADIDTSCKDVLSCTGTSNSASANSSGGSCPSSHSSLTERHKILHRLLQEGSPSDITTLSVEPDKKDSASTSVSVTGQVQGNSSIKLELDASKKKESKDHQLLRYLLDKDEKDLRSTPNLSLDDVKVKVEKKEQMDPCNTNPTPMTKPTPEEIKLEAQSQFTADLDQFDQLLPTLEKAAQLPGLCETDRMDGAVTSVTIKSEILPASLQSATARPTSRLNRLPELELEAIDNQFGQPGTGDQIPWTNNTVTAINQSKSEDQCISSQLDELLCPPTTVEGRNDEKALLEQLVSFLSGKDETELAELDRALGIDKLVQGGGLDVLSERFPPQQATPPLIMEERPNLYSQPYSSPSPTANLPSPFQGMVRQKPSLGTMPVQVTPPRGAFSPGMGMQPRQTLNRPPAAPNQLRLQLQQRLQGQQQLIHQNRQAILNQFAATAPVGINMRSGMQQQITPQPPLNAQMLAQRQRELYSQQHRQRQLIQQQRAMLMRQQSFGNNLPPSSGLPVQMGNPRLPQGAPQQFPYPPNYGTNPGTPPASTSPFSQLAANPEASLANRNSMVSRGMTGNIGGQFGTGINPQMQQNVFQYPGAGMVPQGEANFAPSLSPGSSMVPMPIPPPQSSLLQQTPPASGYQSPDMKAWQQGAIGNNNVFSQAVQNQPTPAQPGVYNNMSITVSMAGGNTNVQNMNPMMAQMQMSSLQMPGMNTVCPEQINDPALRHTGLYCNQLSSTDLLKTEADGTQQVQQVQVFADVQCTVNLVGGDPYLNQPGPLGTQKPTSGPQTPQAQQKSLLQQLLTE
NCOA2 inhibitor: inhibits human steroid receptor coactivator 2; AID 651957; Q15596; inhibition, % at 9 µM; HEK293 GAL4-SRC2 luciferase reporter, luminescence; 370,000 tested, 0.17% active;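 active means inhibition above the mean inhibition of all tested compounds plus 3 SD, set per campaign, cut at about 52% in these data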;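 further: 0% = DMSO treated cells and 100% = cells given Gossypol at 36 µM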
NOD2-RIPK2 inh: inhibitors of human NOD2-RIPK2 interaction | O43353 | 360,000 tested, 0.38% active | inhibition, % at 4.98 µM | CHO BLA complementation NOD2-RIPK2, CCF4 ratio; in the data active means inhibition above about 21%;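 further: 0% = vehicle only and 100% = reference blocker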
TWEAK Fn14 block: blocks TWEAK-Fn14 interaction in a reporter cell assay. TWEAK-stimulated Fn14 reporter cells, luciferase luminescence, 8 h. 360,000 tested, 2% active. inhibition, % at 10 µM; in the data active means inhibition above about 50%
ABHD5 PLIN5 PPI: ABHD5-PLIN5 protein interaction inhibition. Q00G26+Q8WTS1. Split G. princeps luciferase complementation, luminescence, 4 h. inhibition, % at 4 µM. 360,000 tested, 0.78% active. AID 602281;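 active means inhibition above the mean inhibition across every tested compound plus 3 SD, cut at about 22% in these data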;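 further: 0% = DMSO only wells and the 100% control is not disclosed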
Active calls of the source: *; . = no result given. These rows are one share of the data (hit frequency here may not be typical).

Every second line gives: TROY NFkB inh	SRC3 inh	TLR9-MyD88 inh	LRH-1 inv ag	NR2F2 inh	Granule exo inh	NCOA1 inh	NCOA2 inhibitor	NOD2-RIPK2 inh	TWEAK Fn14 block	ABHD5 PLIN5 PPI
COc1ccc(/C=C2\CCC(C3CCCC3)C2=O)cc1Cn1cccn1 (stereo unspecified)
→ -21	8	-1	3	-7	2	5	10	-5	-25	0
O=C(c1ccccc1F)N1CCN(Cc2ccc3c(c2)OCO3)CC1
→ 8	1	-3	24	-11	1	5	-37	-8	-3	2
NCCCC[C@H]1CNC(=O)C(=O)N1CCc1cccc2ccccc12
→ -9	5	-1	-3	-7	6	-6	-23	4	-11	11
Cc1nn(CSc2c(F)c(F)c(F)c(F)c2F)c(C)c1[N+](=O)[O-]
→ -3	23	4	24	10	1	3	-5	-7	8	3
CCOC(=O)c1c(NC(=O)Nc2ccccc2)sc(C)c1C
→ -26	14	-8	-9	6	-5	10	11	3	-1	-8
CN1C(=O)C(=O)/C(=C(/O)c2ccccc2)C1c1ccc(Br)cc1 (stereo unspecified)
→ 5	2	1	13	-20	-1	16	-20	3	8	-5
CC(=O)NC(=C(Cl)Cl)S(=O)(=O)c1ccccc1
→ -6	1	5	-52	-24	-3	-9	21	6	33	3
O=C(O)CN1C(=O)NC2(CCCc3ccccc32)C1=O (stereo unspecified)
→ -1	-25	-14	-12	-2	-2	14	-2	-9	19	-4
FC(F)(F)c1ccc(CN2C[C@@H]3C(c4ccc(C(F)(F)F)cc4)C4(c5cccnc5)CC3(C4)[C@H]2c2ccccc2)cc1 (stereo partly specified)
→ 10	17	2	20	8	32	9	20	-3	6	1
C/C(=N\NC(=O)CSc1nc2ccccc2o1)c1cccc(O)c1
→ -13	15	-9	-24	11	1	1	-40	-3	-16	-2
O=C(OC(C(=O)Nc1cccc(C(F)(F)F)c1)c1ccccc1)C1CCCCC1 (stereo unspecified)
→ 1	-2	-4	1	9	-1	4	-2	3	5	-18
CCOC(=O)Cc1csc(NC(=O)c2cc3c(s2)CCCC3)n1
→ -24	-50	-2	-59	-31	-1	-25	22	3	-6	-8
O=C1CC2(CCN(C(=O)c3ccc(F)cc3)CC2)Oc2ccccc21
→ 1	9	7	-6	-5	1	-6	25	-7	-5	2
CCOC(=O)C1(Cc2ccccc2)CCN(Cc2cnn(C(C)C)c2)CC1
→ 16	5	-2	10	4	-2	-1	-6	6	-14	1
COc1ccc(Cl)cc1C(=O)OCC(=O)NC1CCCC(C)C1C (stereo unspecified)
→ 2	8	-11	-8	1	2	-18	-29	-8	-5	-13
O=C(c1ccccc1Cl)N1N=C(c2cccs2)CC1c1cccc(O)c1 (stereo unspecified)
→ -74	-27	-2	-7	1	9	3	8	-2	-3	-5
CCCNC(=O)c1oc2ccc3c(c2c1C)C(=O)CC(C)(C)O3
→ -19	-105	-4	-139	-81	12	-132	-50	-3	9	-2
Cc1cc(C)c(C)c(S(=O)(=O)N2CCC(C(=O)N3CCCCCCC3)CC2)c1C
→ 13	-9	-9	8	-3	-4	1	12	-9	-8	-4
O=C(CS(=O)(=O)c1c[nH]c2ccccc12)N1CCCc2ccccc21
→ 4	-5	1	4	-6	4	-8	1	-7	22	1
CC/C(=N\NC(=O)c1nnn(-c2nonc2N)c1-c1cccs1)c1ccccc1
→ 17	1	7	1	-14	4	10	-28	4	-2	-4
COc1ccc(OC)c(Cc2cnc3nc(N)nc(N)c3c2C)c1
→ 16	64*	-11	43	12	-6	54	25	-24	-14	11
N#Cc1ccc(NC(=O)CNc2cc(S(=O)(=O)N3CCOCC3)ccc2NCC2CCCO2)cc1 (stereo unspecified)
→ 5	-4	-4	-5	9	-4	-15	-33	-1	2	2
COc1ccc(C(C)C)cc1-c1cc(C(=O)NCc2cccc(C(F)(F)F)c2)[nH]n1
→ 13	12	.	1	0	-3	-2	2	-3	12	-8
Cc1cc(NC(=O)c2cc3ccccc3o2)cc(C)c1OCC(=O)N1CCOCC1
→ -2	-9	5	-29	-14	1	-8	-12	7	-5	-11
CC(C)NCCCCOc1cccc(Br)c1
→ -7	4	6	-7	-16	2	-25	-19	11	13	5
CC(C)C(NC(=O)C1CCCCC1)C(=O)N1CCN(c2ccc(F)cc2)CC1 (stereo unspecified)
→ 0	-16	8	-14	-15	-2	2	-15	2	2	-2
Cn1c(=O)[nH]c(NCCc2ccc(O)cc2)c([N+](=O)[O-])c1=O
→ 15	26	-7	-9	-3	-4	-10	-8	10	5	3
O=C(O)c1cccnc1SCc1cn2cc(Br)ccc2n1
→ 4	0	-4	-9	4	11	7	-52	1	10	2
COc1ccc(C(C)=O)cc1COC(=O)c1cc(C)nc2ccccc12
→ 0	19	-4	30	-10	-1	1	11	5	32	-2
O=C(O)c1cccc(-n2cccc2/C=N/O)c1
→ -29	-9	-2	-65	-19	0	-29	-16	-6	-18	5

Arranged by the number under ABHD5 PLIN5 PPI (falling): three of the compounds above
canonical_smiles	ABHD5 PLIN5 PPI
O=C1CC2(CCN(C(=O)c3ccc(F)cc3)CC2)Oc2ccccc21	2
CC(C)C(NC(=O)C1CCCCC1)C(=O)N1CCN(c2ccc(F)cc2)CC1 (stereo unspecified)	-2
COc1ccc(Cl)cc1C(=O)OCC(=O)NC1CCCC(C)C1C (stereo unspecified)	-13

The list goes on:
Every second line gives: TROY NFkB inh	SRC3 inh	TLR9-MyD88 inh	LRH-1 inv ag	NR2F2 inh	Granule exo inh	NCOA1 inh	NCOA2 inhibitor	NOD2-RIPK2 inh	TWEAK Fn14 block	ABHD5 PLIN5 PPI
N#Cc1ccccc1S(=O)(=O)N1CCN(C(=O)C2CCC2)CC1
→ -18	-11	2	29	-19	-1	-4	-5	7	12	-7
CCC(C)(C#CCN1CCCCC1)OC(C)=O (stereo unspecified)
→ 3	5	0	11	5	-3	-20	-21	-2	-20	2
CC(C)(C)n1cn[nH]c1=S
→ -10	16	-6	4	15	0	-5	-18	3	6	3
COc1cc(C(=O)NC(C)c2ccc(S(N)(=O)=O)cc2)ccc1OCC(=O)N1CCOCC1 (stereo unspecified)
→ 1	-8	-2	3	-6	12	-36	-3	-2	5	8
O=C(Nc1ccc(CSc2ccccc2)cc1)c1ccco1
→ -65	-80	6	-124	-30	1	-101	-48	-6	-15	-5
O=C(c1ccc(S(=O)(=O)c2ccccc2)cc1)N1CCCCCC1
→ 0	14	12	3	1	-6	0	0	8	2	1
O=C(OCc1cn([C@H]2C[C@H](c3ccccc3)N(CC3CCCCC3)C[C@@H]2O)nn1)c1ccccc1
→ 4	8	-7	-9	8	-1	-11	1	3	4	-15
COc1cc(C2C3=C(CC(C)(C)CC3=O)NC3=C2C(=O)c2ccccc23)ccc1O (stereo unspecified)
→ 13	10	2	6	10	2	7	12	-6	32	-2
Cn1cc(C(=O)N2CCN(c3cccc(Cl)c3)CC2)c(=O)c2cc(S(=O)(=O)N3CCOCC3)ccc21
→ -16	8	5	-21	6	-1	-1	18	-2	-10	14
Cc1nc2ccccc2n2c(-c3ccccc3)c3c(=O)n(C)c(=O)n(C)c3c12
→ 1	10	-2	7	-11	3	-14	3	-3	4	-5
Cc1ccc(N=C2NC(=O)/C(=C/c3cccn3C)S2)c(C)c1
→ -6	17	5	6	-3	17	-14	-12	-8	-3	-6
CCN(c1ccccc1)S(=O)(=O)c1ccc2c(c1)CCCN2C(C)=O
→ -16	-16	-1	4	-20	3	18	-3	5	5	-6
CCCOc1ccc(C(=O)NNC(=S)NC(C)=O)cc1
→ -43	-22	-3	-11	-21	2	-19	-20	-4	-8	1
Cc1nc2ccc(C(=O)Nc3ccccc3Cl)cc2s1
→ -89	-47	-8	-97	-47	-6	-60	-36	2	-21	-5
CC(=O)Nc1ccc(CN2C(=O)C(Cc3ccccc3)ON=C2c2ncccc2C)cc1 (stereo unspecified)
→ -9	-2	.	-7	3	2	-4	-33	-1	-2	-1
O=C(O)CCC(=O)Nc1cccc(-c2nnc(-c3ccccc3)o2)c1
→ -2	-4	3	9	-4	3	2	-4	5	-28	8
CCOC(=O)C1(C)CCN1C(=O)/C=C/c1ccccc1 (stereo unspecified)
→ -10	-7	.	6	-16	0	-24	6	21*	-3	-4
O=C(Nc1nnc(-c2ccc(Cl)s2)o1)C1CCCCC1
→ -69	-25	-3	-8	18	-4	3	-1	-9	1	-2
O=C(COC(=O)CNS(=O)(=O)c1ccc(Br)cc1Cl)NC1CC1
→ -2	-3	-4	10	5	3	-22	-8	5	-17	7
CCc1ccc(C(c2ccc(CC)cc2)C(Cl)Cl)cc1
→ 5	10	-14	4	-4	-1	-7	-15	-6	-6	-3
Cc1ccc(-n2c(C)cc(=O)cc2C)cc1[N+](=O)[O-]
→ -54	12	-5	-8	12	-8	9	-2	5	11	1
CC1O[C@@H](O[C@H](C)CC/C=C/C(=O)O)C(O)C[C@H]1O (stereo partly specified)
→ -19	-7	-4	-3	-1	-1	8	-2	-13	-2	-1
COc1ccc(CN2CCN(C(=O)CC(C)C)CC2)cc1OC
→ 6	4	0	12	5	-7	-18	1	7	8	-3
Nc1nnc(SCC(=O)OCC(=O)Nc2ccc(Br)cc2)s1
→ 12	13	2	27	10	0	7	11	-12	-7	9
O=[N+]([O-])c1ccc(C2=Nn3c(Cn4nnc5ccccc54)nnc3SC2)cc1
→ 4	0	2	24	-11	1	1	-33	-13	-9	-1
COC(=O)C1(CCSC)NC(c2ccc(O)cc2)C2C(=O)N(c3ccc4c(c3)OCCO4)C(=O)C21 (stereo unspecified)
→ -2	17	4	-7	-6	0	6	-25	-12	2	-6

Source: PubChem
